# Assay outcomes: PubChem, several laboratories
# Peg3 prom inh – reduces Peg3 promoter-driven luciferase expression in HeLa | HeLa PEG-Prom luciferase reporter, luminescence, overnight | inhibition, % at 20 µM | actives 1.7% (n = 360,000) | AID 588405;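 active = inhibition of at least 50% at 20 µM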
# PDI inh – PDI (human) enzyme inhibition | P07237 | PDI insulin aggregation turbidity, A650, 90 min | inhibition, % at 10 µM | actives 0.052% (n = 350,000);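 active = mean inhibition across replicates of 30% or more, whatever share of single replicates reach that level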;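 note: absorbance from insulin aggregation driven by PDI reduction with DTT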
# Target sequence (P07237 whole entry, looked up): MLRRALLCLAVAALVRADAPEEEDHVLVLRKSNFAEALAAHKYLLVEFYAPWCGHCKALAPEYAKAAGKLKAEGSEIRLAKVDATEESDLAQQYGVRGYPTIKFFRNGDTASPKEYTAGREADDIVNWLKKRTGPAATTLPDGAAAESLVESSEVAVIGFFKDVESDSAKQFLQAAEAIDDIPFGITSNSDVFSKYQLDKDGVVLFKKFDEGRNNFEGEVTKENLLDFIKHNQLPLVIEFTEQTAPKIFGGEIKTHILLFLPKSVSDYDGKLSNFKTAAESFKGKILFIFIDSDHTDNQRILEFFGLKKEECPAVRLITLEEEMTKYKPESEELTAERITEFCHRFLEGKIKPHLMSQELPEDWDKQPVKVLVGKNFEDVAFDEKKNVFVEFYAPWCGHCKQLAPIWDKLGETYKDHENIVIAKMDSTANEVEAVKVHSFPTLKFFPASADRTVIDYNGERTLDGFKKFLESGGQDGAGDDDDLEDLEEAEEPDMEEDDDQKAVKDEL
# NR2E3 ag-1 – human photoreceptor-specific nuclear receptor agonism; CHO-S Gal4-NCOR/VP16-NR2E3 two-hybrid, luciferase; inhibition of corepressor binding, % at 3.98 µM; actives 0.35% (n = 360,000); AID 602229;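 active = inhibition above the mean of all tested compounds plus 3 SD, cut at about 70% in these data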;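 note: 0% = DMSO with NR2E3 transfected cells and 100% = cells lacking NR2E3 construct; higher means lower luciferase signal from less NR2E3 corepressor binding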
# Shn3 3UTR inh – inhibitors of Schnurri-3 3'UTR reporter in osteoblasts | AID 588674 | actives 0.52% (n = 360,000) | Clone20 osteoblast Shn3 3'UTR firefly luciferase, 24 h | inhibition, % at 12.5 µM;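 active = mean inhibition of at least 75% with every replicate also reaching 75%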;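 note: 0% = median of neutral control wells and 100% = pilot-screen positive control compound; some compounds past the cut are filed as inactive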
# NR2E3 ag-2 – NR2E3 (human) agonism | Q9Y5X4 | GST-NR2E3/biotin-RetCOR TR-FRET, 1536-well | inhibition of corepressor binding, % at 4.78 µM | actives 0.12% (n = 320,000) | AID 2300;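 active = percent inhibition above the cutoff of mean plus 3 SD of all tested compounds, set per screening campaign, cut at about 20% in these data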;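 note: 0% = DMSO wells and 100% = biotin wells as full block of FRET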
#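 System: GST-tagged NR2E3 plus biotinylated RetCOR corepressor; Buffer or medium: pH 7.5 Tris-based buffer; Probe or stimulus: RetCOR corepressor, biotinylated, 7 nM; Doses: compound at 4.8 µM, single dose; Schedule: 5 h incubation at 4 °C; Technique: time-resolved FRET; Evaluation: percent inhibition of TR-FRET ratio; Replication: one well per compound, singlicate testing.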
# HIF-2a block – HIF-2a inhibition. AID 624352. actives 0.72% (n = 360,000). inhibition, % at 18.8 µM. 786-0 RCC cells HIF-2a reporter, luciferase luminescence, overnight;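 active = inhibition of the luminescence signal of 40% or more relative to plate controls, in a single-dose primary screen at 18.75 µM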
# H9c2 protect – myocardial damage modulation in H9c2 cells. H9c2 cardiomyocytes, H2O2 injury protection, ATPLite, 2 h. protection from H2O2 cell death, % at 20 µM. actives 0.63% (n = 360,000);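 active = compounds giving at least 50% protection of heart cells from peroxide-induced death in the single-dose screen, raw or plate-pattern-corrected value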;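 note: 0% = DMSO wells with peroxide and 100% = DMSO wells without peroxide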
# CaV13 FRET inh – Disruptors of the CACNA1D IQ motif to Ca2+-dependent inactivation inhibitor domain association, primary screening, Förster resonance energy transfer in intact living …; HEK cells, CFP/YFP FRET ICDI-IQ, plate reader, 10 min; percent FRET-ratio fall versus neutral wells; inhibition, % at 12.3 µM; actives 0.098% (n = 340,000);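 active = mean replicate inhibition of at least 30% and at least 1% of replicates passing that level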;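 note: 0% = median of the neutral control wells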
# iPSC survival up – enhancers of human iPSC single-cell survival; actives 0.044% (n = 360,000); hiPSC single-cell survival, ATPlite luminescence; 100% = ROCK inhibitor wells, 0% = DMSO; survival enhancement, % at 20 µM; in the data active = survival enhancement above about 18%;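 note: cells exposed to compounds for 16 hours before the ATP read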
# TRPM1 prom inh – reduces MITF-dependent TRPM1 promoter luciferase signal; AID 488899; SK-MEL-5 TRPM1 promoter luciferase, 24 h; inhibition, % at 12.5 µM; actives 0.83% (n = 330,000);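 active = mean inhibition across replicates of 60% or more, whatever share of single replicates reaches that level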; note: values of inactives mirror those of a sister screen read the other way
# m5-HT2A agonist – mouse HTR2A agonism via beta-arrestin recruitment. P35363. CHO-K1 mHTR2A beta-arrestin complementation, luminescence; percent of 30 µM serotonin response. activation, % at 7.6 µM. actives 0.66% (n = 360,000). AID 624169;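 active = activation above a run cutoff, the mean activation of all tested compounds plus 3 SD, cut at about 14% in these data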;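 note: 0% = plate median of compound wells and 100% = 30 µM serotonin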
# Target sequence (P35363 whole entry, looked up): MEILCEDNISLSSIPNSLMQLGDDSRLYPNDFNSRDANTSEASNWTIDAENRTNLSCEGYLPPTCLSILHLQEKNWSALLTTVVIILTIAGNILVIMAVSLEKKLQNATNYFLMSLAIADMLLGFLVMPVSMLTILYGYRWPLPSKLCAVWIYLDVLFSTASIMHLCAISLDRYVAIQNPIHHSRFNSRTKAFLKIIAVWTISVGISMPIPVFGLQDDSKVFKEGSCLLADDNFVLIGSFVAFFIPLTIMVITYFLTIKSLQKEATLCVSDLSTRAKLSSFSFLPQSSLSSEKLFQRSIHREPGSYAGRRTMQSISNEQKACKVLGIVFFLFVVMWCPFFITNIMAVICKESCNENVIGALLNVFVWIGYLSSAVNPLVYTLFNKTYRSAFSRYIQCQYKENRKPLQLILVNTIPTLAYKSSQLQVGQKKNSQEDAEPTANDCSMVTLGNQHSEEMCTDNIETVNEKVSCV
# An asterisk follows results filed as active; x = not tested or not shown.
# Results follow in this order: Peg3 prom inh, PDI inh, NR2E3 ag-1, Shn3 3UTR inh, NR2E3 ag-2, HIF-2a block, H9c2 protect, CaV13 FRET inh, iPSC survival up, TRPM1 prom inh, m5-HT2A agonist
[1] CCc1ccc(OCC2c3cc(OC)c(OC)cc3CCN2C(=S)NCCOC)cc1 (stereo not given)
    16, 18, -11, 13, 0, 6, -1, -18, -2.0, -3, -4
[2] CCCCN(C(=O)c1ccc(-c2ccc(Cl)cc2)o1)c1c(N)n(CCCC)c(=O)[nH]c1=O
    6, -46, -6, 9, 2, -16, 7, -3, 0.0, 12, 8
[3] O=C(CSc1nc2ccccc2[nH]1)NC1CCCc2ccccc21 (stereo not given)
    4, -2, -19, -22, 4, 5, 0, -3, 0.4, -19, 3
[4] CCOC(=O)C1CCN(C(=O)CCNC(=O)Cn2ccc3ccccc3c2=O)CC1
    8, 9, -3, 5, 0, 15, 1, -6, -0.7, 1, 0
[5] NC(=O)c1cccnc1Nc1cccc(F)c1
    -5, 1, 22, 9, 2, 4, 2, -1, -0.5, 12, -4
[6] Cc1ccc2nc(NC(=O)[C@H](C)N3C(=O)C4CC=CCC4C3=O)sc2c1 (stereo not given in full)
    -87, -4, -53, -14, -5, -64, -12, -4, -0.6, 0, 4
[7] COc1ccc(-c2nc(CSCC(=O)N3CCN(C(=O)c4ccco4)CC3)c(C)o2)cc1OC
    2, x, -48, 7, 1, 13, 13, -4, 0.0, 6, 3
[8] CCOC(=O)[C@H]1[C@H]2COc3ccc(Cl)cc3[C@@H]2N2C(=O)CNC(=O)[C@@]12C
    13, 6, -31, -5, 0, 8, 5, -10, 0.9, 7, -1
[9] O=C(CN(C(=O)CCC(=O)Nc1nccs1)C1CCCC1)NCc1ccc2c(c1)OCO2
    11, -3, -27, -1, 0, 8, 2, -4, 0.8, -12, 6
[10] C=CCOc1ccccc1/C=N/NC(=O)Cc1ccc(C)cc1
    6, -1, 2, 3, 4, 2, -3, -2, -0.9, 1, -5
[11] COc1cc(C(CCN2CCOCC2)c2c(OC)cc(OC)c3c(-c4ccccc4)cc(=O)oc23)cc(OC)c1OC (stereo not given)
    -10, 2, -4, 16, x, 5, -7, -5, -1.0, -6, -5
[12] CCCc1nnc(SCC(=O)Nc2cccc(Cl)c2Cl)o1
    -10, 11, -21, -9, 2, -11, -3, -5, -0.7, 7, -7
[13] Cc1ccc(Cc2c(-c3ccccc3)nc3ccc(Br)cn23)cc1
    -98, -14, -45, -36, x, -188, -11, -8, -1.3, x, 12
[14] O=C(Nc1cc(S(=O)(=O)N2CCCC2)ccc1OCC(F)(F)F)c1ccc(F)cc1
    8, 11, 1, -14, 1, 3, 0, -5, 1.8, -2, -1
[15] COc1ccccc1NC(=O)N1CCN(C)CC1
    15, 6, -3, -9, 0, 3, 3, -3, -0.5, -13, -1
[16] CCn1c(=O)n(CC)c2cc([N+](=O)[O-])ccc21
    8, -3, -7, 5, 1, 24, 6, -6, 0.3, -8, -1
[17] Cc1c(C(=O)NCCCN2CCCC2=O)oc2ccccc12
    -50, 0, -11, -41, -4, -122, -3, -9, 0.9, -16, 1
[18] CCc1ccc(N(CC(=O)Nc2sc3c(c2C(=O)OC)CCCC3)S(C)(=O)=O)cc1
    2, 2, -14, -3, -2, -36, -12, -7, -0.3, -44, 0
[19] O=C(NCc1ccco1)C1CCCN1C(=O)Nc1ccc(Cl)cc1 (stereo not given)
    -111, 0, -3, -1, 0, 2, 4, -6, -1.2, 2, 0
[20] O=C(Nc1ccc(Cl)cc1Cl)N1CCN(c2ncccn2)CC1
    -32, 0, -17, -8, 0, -56, -2, -2, -0.1, -19, 4
[21] Cc1csc(NC(=O)CSc2ccc(-c3ccccn3)nn2)n1
    0, 0, -5, -9, 0, -21, 27, -7, 0.1, 1, -1
[22] COc1ccc2c(c1)CCc1c(C(=O)NC3CCCCC3)noc1-2
    -300, 10, -132, -65, 0, -225, -13, -11, -2.1, -87, 5
[23] CCn1cc(/C=N/NC(=O)COc2cccc3cccnc23)c2ccccc21
    -23, 7, -8, -4, 4, -44, 4, -5, -0.3, 3, 4
[24] O=C1Nc2cc(C(=O)N3CCC(N4CCCCC4)CC3)ccc2S/C1=C\c1ccccc1
    91*, 14, 10, 8, 0, -26, -10, -3, -0.6, 88*, -5
[25] S=C(Nc1ccc(Cl)cc1)N1CCN(Cc2ccccc2)CC1
    7, -10, -17, 21, 3, -3, -6, -7, -0.6, 3, -2
[26] Fc1cccc(/C=N/Nc2nncc3ccccc23)c1
    -104, 7, -118, 4, -2, -94, -18, -2, -0.7, -15, 0
[27] COc1ccc(S(=O)(=O)N2CCCC2CNC(=O)C(=O)NC2CCCCCC2)cc1 (stereo not given)
    4, 5, 2, 18, -3, 2, -4, -6, 0.3, -1, 4
[28] COc1cc(OC)cc(C(=O)N/N=C2/SCC(=O)N2Cc2ccco2)c1
    7, 3, -14, -9, -5, 19, 2, 8, 0.9, 4, 3
[29] CC(=O)Nc1ccc(S(=O)(=O)N[C@H](C(=O)O)C(C)C)cc1
    6, 8, -12, 6, 4, 18, 8, -7, -2.5, 1, 0
[30] COC(=O)c1sc(-c2ccccc2)cc1NC(=O)c1cc(OC)cc(OC)c1
    15, -6, -5, 7, -6, 20, -4, -4, 0.3, 7, 2
[31] CCCc1nnc(NC(=O)CC(=O)Nc2ccccc2C(=O)O)s1
    47, -9, -15, 8, 7, 15, -12, -5, 6.3, 6, 4
[32] CCN(CC)S(=O)(=O)c1ccc(C(=O)N(c2ccc(C)cc2)C2C=CS(=O)(=O)C2)cc1 (stereo not given)
    -11, 0, 13, -11, 5, 9, 1, -6, -0.4, 1, -4
[33] O=C(CCS(=O)(=O)c1ccccc1Cl)NCc1ccc(F)cc1
    6, 0, -4, x, 2, 0, 0, -5, -0.1, 2, -1
[34] COc1ccc(OCC(=O)Nc2cc3c(cc2C(=O)O)OCCCO3)cc1
    -26, 5, -6, 0, 0, -11, 0, -3, 0.2, 6, 5
[35] COc1cc(CNCCc2c[nH]c3ccccc23)cc(Cl)c1OCC(N)=O
    -12, 6, -12, 18, 3, 21, 15, -4, 0.3, -9, -4
[36] c1ccc(CN2CCN(c3nc4ccccc4s3)CC2)cc1
    -350, 2, -146, -59, 0, -258, -11, -4, -0.6, -72, 2
[37] Cc1ccc(SCc2cc(=O)c3c(=O)n(-c4ccccc4)[nH]c3[nH]2)cc1
    -12, 2, -1, 3, 5, 2, 5, -4, -0.2, 3, 5
[38] Nc1ccc(-c2nc3ccccc3s2)cn1
    -296, 7, -112, -55, 1, -214, -4, -5, 0.8, -40, 6
[39] CCOC(=O)[C@]12CCCC=C1N(Cc1ccco1)C(=O)[C@H](CC(=O)NCCc1ccccc1OC)C2
    x, x, 10, x, x, 0, x, -8, -0.4, x, 2
[40] COc1cccc(S(=O)(=O)NCc2ccc(C(=O)Nc3cccc(Cl)c3)cc2)c1
    37, 0, 10, 19, 2, 12, -20, 0, 3.4, 8, -5

# Only Peg3 prom inh and H9c2 protect (two entries from above):
no.	structure	Peg3 prom inh	H9c2 protect
35	COc1cc(CNCCc2c[nH]c3ccccc23)cc(Cl)c1OCC(N)=O	-12	15
31	CCCc1nnc(NC(=O)CC(=O)Nc2ccccc2C(=O)O)s1	47	-12

# Remaining list, next part:
# Results follow in this order: Peg3 prom inh, PDI inh, NR2E3 ag-1, Shn3 3UTR inh, NR2E3 ag-2, HIF-2a block, H9c2 protect, CaV13 FRET inh, iPSC survival up, TRPM1 prom inh, m5-HT2A agonist
[41] Cc1ccc(C)c(NC(=O)CN(C)C(=O)C2CCN(C(=O)Nc3ccccc3)CC2)c1
    -41, 4, -19, 3, 1, -22, 1, -5, -0.1, -7, 7
[42] CCOC(=O)C1C(=O)CC(=O)CC1CC(C)SCC (stereo not given)
    2, 9, -22, -12, -6, 27, 4, -5, 0.8, -14, 1
[43] CCOC(=O)/C(C#N)=C/C=C1/C=CC=CN1C
    -72, 6, -39, x, -6, -138, 0, -20, 1.1, -28, -5
[44] COc1ccc(Cn2c(C(C)C)nc3sc4ccccc4c(=O)c3c2=O)cc1
    8, 21, -1, x, -6, 22, -14, -18, 0.4, 13, 3
[45] COc1ccccc1NC(=O)/C(C#N)=C/c1ccc(OCCN2CCOCC2)c(OC)c1
    7, -5, -3, -9, 0, -26, 44, x, -0.1, -59, 2
[46] CC1(C)CC2CC(C)(CN2S(=O)(=O)c2ccc(C(=O)Nc3ccc(S(=O)(=O)N4CCOCC4)cc3)cc2)C1 (stereo not given)
    26, -7, 3, 79, 2, 22, -8, -4, -2.7, 12, -3
[47] CN1OC[C@@H]2CN(S(=O)(=O)c3cccc(C(F)(F)F)c3)[C@H](c3ccc(-c4cccnc4)cc3)C[C@@H]21
    14, 18, -18, 3, x, 17, 5, -6, 0.3, x, -2
[48] COC(=O)C1CCN(C2CN(Cc3ccc(F)cc3)S(=O)(=O)C2)CC1 (stereo not given)
    -13, x, -1, -22, x, 7, 5, -6, 0.4, x, 0
[49] CCCCCNC(=O)c1ccc2c(=O)n(CCCN3CCCC3=O)c(=S)[nH]c2c1
    17, 9, -7, 7, -3, 11, 4, -2, 0.2, 9, 0
[50] CC1(C)N=C(N)N=C(N)N1c1ccc(OCCCOc2ccccc2)c(Cl)c1
    26, -5, 9, -7, -2, 34, 3, -13, 1.4, 42, -7
[51] Cn1c(SCC(=O)NC(=O)Cc2ccccc2)nnc1-c1ccc(F)cc1
    3, -6, 0, 13, x, 2, -7, -6, -1.2, 10, -2

# Among those listed so far, these have fluorine:
# Results follow in this order: Peg3 prom inh, PDI inh, NR2E3 ag-1, Shn3 3UTR inh, NR2E3 ag-2, HIF-2a block, H9c2 protect, CaV13 FRET inh, iPSC survival up, TRPM1 prom inh, m5-HT2A agonist
[5] NC(=O)c1cccnc1Nc1cccc(F)c1
    -5, 1, 22, 9, 2, 4, 2, -1, -0.5, 12, -4
[14] O=C(Nc1cc(S(=O)(=O)N2CCCC2)ccc1OCC(F)(F)F)c1ccc(F)cc1
    8, 11, 1, -14, 1, 3, 0, -5, 1.8, -2, -1
[26] Fc1cccc(/C=N/Nc2nncc3ccccc23)c1
    -104, 7, -118, 4, -2, -94, -18, -2, -0.7, -15, 0
[33] O=C(CCS(=O)(=O)c1ccccc1Cl)NCc1ccc(F)cc1
    6, 0, -4, x, 2, 0, 0, -5, -0.1, 2, -1
[47] CN1OC[C@@H]2CN(S(=O)(=O)c3cccc(C(F)(F)F)c3)[C@H](c3ccc(-c4cccnc4)cc3)C[C@@H]21
    14, 18, -18, 3, x, 17, 5, -6, 0.3, x, -2
[48] COC(=O)C1CCN(C2CN(Cc3ccc(F)cc3)S(=O)(=O)C2)CC1 (stereo not given)
    -13, x, -1, -22, x, 7, 5, -6, 0.4, x, 0
[51] Cn1c(SCC(=O)NC(=O)Cc2ccccc2)nnc1-c1ccc(F)cc1
    3, -6, 0, 13, x, 2, -7, -6, -1.2, 10, -2
